HTT ATP protect = qHTS Multiplex Assay to Identify Dual Action Probes in a Cell Model of Huntington: Cytoprotection (ATP). PC12 HTT-Q103 induced, cytoprotection, ATP luminescence, 40 h. Potency, µM (highest dose often 56.4 µM), for the others: cytoprotection (ATP increase), actives largely listed as activators. 230,000 tested, 0.14% active;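 also: % of control where 0% means no effect; nearly all actives have a fitted effect of over 45% in size; toxic huntingtin expression switched on by the ecdysone agonist tebufenozide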
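PC12 cells with ecdysone-inducible HTT exon 1 Q103-GFP, induced with 100 nM tebufenozide and co-treated with library compounds in a dose series (1536-well, 1500 cells/well). Cytoprotection read as ATP content by ATPlite luminescence.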
L3MBTL1 block = qHTS Assay for the Inhibitors of L3MBTL1; 230,000 tested, 0.66% active; AID 485360, 2010; Potency, µM (doses to about 57.1 µM), inactives show at the top dose activity, negative = inhibition, usual class: inhibitors; AlphaScreen L3MBTL1–H3K9me1 peptide binding; also: % is scaled to controls: 0 for no effect and ±100 for the full control effect; nearly all actives have a fitted effect of over 60% in size
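L3MBTL1 50 nM + b-AHA-H3(1-15)K9me1 75 nM, 30 min RT; compound added, 30 min RT; streptavidin donor/Ni-chelate acceptor beads 10 ug/mL each final, 30 min RT dark; AlphaScreen read.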
Tau ThT inhib = qHTS for Inhibitors of Tau Fibril Formation, Thioflavin T Binding | 270,000 tested, 2.1% active | Microtubule-associated protein tau (Homo sapiens), P10636 | AID 1460, 2008 | recombinant tau K18 P301L, heparin-induced fibrillization, ThT fluorescence | Potency, µM (titrated, usually from 57.4 µM), for the others: top-dose activity, negative = inhibition, most hits filed as inhibitors; also: % is scaled to controls: 0 for no effect and ±100 for the full control effect; nearly all actives have a fitted effect of over 55% in size
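K18 P301L tau (15 uM + 0.24 uM Alexa 594-tagged), heparin 20 uM, NaOAc pH 7, 6 h 37 C; ThT 30 uM, 1 h RT, ex 450/em 510 nm.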
TexasRed fluor = Total Fluorescence Counterscreen for Inhibitors of the Interaction of Thyroid Hormone Receptor and Steroid Receptor Coregulator 2; TRb/SRC2 Texas Red total fluorescence interference; Potency, µM (series often up to 106 µM), for the others: top-dose fluorescence change, negative = quenching; 280,000 tested, 0.29% active; AID 1479, 2009; active = well fitted curve in either direction with a large enough effect; inconclusive = small, poorly fitted or top-dose-only effect; also: % is scaled to controls: 0 for no effect and ±100 for the full control effect
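Flags fluorescent or light-absorbing compounds by total fluorescence, S + 2P, at 555 nm excitation and 632 nm emission. Mixture: 20 nM Texas Red SRC2 peptide, 0.6 uM human TRb LBD, 1 uM T3, 5% DMSO; compound exposure 5 h at ambient temperature.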
TRb SRC2 PPI = qHTS for Inhibitors of the Interaction of Thyroid Hormone Receptor and Steroid Receptor Coregulator 2. Potency, µM (titrated, usually from 106 µM), for inactives: top-dose activity change, negative = inhibition, most hits filed as inhibitors. 280,000 tested, 0.065% active. Thyroid hormone receptor beta (Homo sapiens), P10828. AID 1469, 2008. TRbeta-SRC2 peptide binding, fluorescence polarization; receptor liganded with 1 µM T3;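 also: plate controls were bound peptide for no effect and peptide without receptor for full effect; nearly all actives have a fitted effect of over 50% in size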
Target sequence (P10828 whole entry, looked up): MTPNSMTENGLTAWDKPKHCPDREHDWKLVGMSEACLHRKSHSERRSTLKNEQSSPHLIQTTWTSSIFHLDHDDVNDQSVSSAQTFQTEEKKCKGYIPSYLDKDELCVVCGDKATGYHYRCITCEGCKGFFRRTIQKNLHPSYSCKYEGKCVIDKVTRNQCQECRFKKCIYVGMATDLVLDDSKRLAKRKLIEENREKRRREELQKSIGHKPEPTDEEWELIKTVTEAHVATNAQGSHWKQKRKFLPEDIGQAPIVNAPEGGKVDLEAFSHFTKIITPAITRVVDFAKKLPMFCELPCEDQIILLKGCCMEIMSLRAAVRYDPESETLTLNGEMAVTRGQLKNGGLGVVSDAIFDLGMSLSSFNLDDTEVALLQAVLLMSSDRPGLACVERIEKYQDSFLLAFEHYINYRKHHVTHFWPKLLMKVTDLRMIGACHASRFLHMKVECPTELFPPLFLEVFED
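Fluorescence polarization of 20 nM Texas Red SRC2 peptide (20-aa NR interaction domain) bound to 0.6 uM human TRb ligand-binding domain, with 1 uM T3, after 5 hr at ambient temperature; inhibition seen as decreased polarization.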
Tau fluor cs = Counterscreen qHTS for Inhibitors of Tau Fibril Formation, Fluorescence Polarization. tau K18 P301L (four-repeat tau fragment) Alexa594 fluorescence, heparin fibrillization. Potency, µM (doses to about 57.7 µM), for inactives: top-dose activity change, negative = decrease. 280,000 tested, 0.93% active. AID 1463, 2008; also: % is scaled to controls: 0 for no effect and ±100 for the full control effect; nearly all actives have a fitted effect of over 55% in size
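Human K18 P301L tau (15 uM unlabeled plus 0.24 uM Alexa 594-labeled, final) in 100 mM sodium acetate pH 7 was mixed with compound and 20 uM heparin and incubated 6 hr at 37 C.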
Tau FP inhib = qHTS for Inhibitors of Tau Fibril Formation, Fluorescence Polarization; Microtubule-associated protein tau (Homo sapiens), P10636; K18 P301L tau heparin fibrillization, Alexa594 FP, 6 h; Potency, µM (doses to about 57.7 µM), for the others: at the highest dose activity, negative = inhibition, hits mostly inhibitors; 280,000 tested, 0.39% active; AID 1468, 2008; also: % is scaled to controls: 0 for no effect and ±100 for the full control effect; nearly all actives have a fitted effect of over 55% in size
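FP of Alexa 594-tau after heparin (20 uM) induction. Substrate: human K18 P301L, 15 uM unlabeled, 0.24 uM labeled. Buffer 100 mM sodium acetate pH 7. 6 hr, 37 C.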
RECQ1 helicase = qHTS Assay for Inhibitors of RecQ-Like Dna Helicase 1 (RECQ1); Potency, µM (doses to about 57.3 µM), for inactives: top-dose activity, negative = inhibition, actives largely listed as inhibitors; ATP-dependent DNA helicase Q1 (Homo sapiens), P46063; 240,000 tested, 0.54% active; RECQ1 DNA unwinding, red fluorescence kinetic read;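 also: plate controls were vehicle for no effect and no enzyme for full effect; nearly all actives have a fitted effect of over 30% in size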
Target sequence (P46063 whole entry, looked up): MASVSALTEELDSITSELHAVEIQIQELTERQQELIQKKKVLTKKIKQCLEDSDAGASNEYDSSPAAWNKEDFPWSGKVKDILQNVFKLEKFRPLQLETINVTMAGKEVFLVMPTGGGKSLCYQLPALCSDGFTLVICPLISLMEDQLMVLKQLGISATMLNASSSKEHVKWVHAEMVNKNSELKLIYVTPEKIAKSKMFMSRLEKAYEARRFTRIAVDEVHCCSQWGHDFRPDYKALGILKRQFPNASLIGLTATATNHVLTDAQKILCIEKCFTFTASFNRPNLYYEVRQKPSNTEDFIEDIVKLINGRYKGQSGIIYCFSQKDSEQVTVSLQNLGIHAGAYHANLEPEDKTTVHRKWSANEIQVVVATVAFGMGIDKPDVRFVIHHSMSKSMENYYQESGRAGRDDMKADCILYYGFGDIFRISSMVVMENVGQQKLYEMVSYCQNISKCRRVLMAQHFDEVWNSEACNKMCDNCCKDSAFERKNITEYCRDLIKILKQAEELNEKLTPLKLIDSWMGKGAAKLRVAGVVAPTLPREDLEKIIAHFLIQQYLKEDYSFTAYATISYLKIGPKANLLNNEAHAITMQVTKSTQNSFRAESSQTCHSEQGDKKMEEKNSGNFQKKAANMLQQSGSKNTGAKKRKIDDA
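50 nM RECQ1T1 preincubated 15 min with compound in Tris pH 8.0 buffer with MgCl2, DTT, Tween-20 and 2.5 ug/ml poly(dI-dC); started with 200 nM TAMRA/BHQ-2 forked duplex and 2 mM ATP. Unwinding read as fluorescence (525/598 nm), two reads 2 h apart.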
An asterisk follows results filed as active; i = inactive; ? = inconclusive; / = not tested or not shown; & = joins results of further samples; [ ] = dose if it differs, or a comment. Unless noted, calls follow the shape of the dose curve; as a rule, active = well fitted curve in the direction sought with a large enough effect; inconclusive = small, poorly fitted or top-dose-only effect, or another doubt; inactive = no such curve, though single readings can be large; an effect the other way counts as inactive or inconclusive. Potency is read from the fitted curve at half-maximal effect. These rows are one share of the data; count on the stated rates, not on these rows.

Second line of a record – L3MBTL1 block	Tau fluor cs	TRb SRC2 PPI	RECQ1 helicase	HTT ATP protect	Tau ThT inhib	TexasRed fluor	Tau FP inhib
> Cc1cc(Nc2nc3ccccc3nc2Cl)n(-c2ccc([N+](=O)[O-])cc2)n1
  /	-23.0%	-2.9%	i	-0.6%[10 µM]	-17.2%	-4.8%	-1.5%
> O=C(NC1CCCCC1)c1ccc(CSc2nc3cccnc3n2Cc2ccc(F)cc2)cc1
  /	-5.0%	7.2%	/	/	5.3%	-1.5%	10.8%
> Cc1ccccc1CSc1cn(CC(=O)N2CCCC2)c2ccccc12
  /	-18.9%	5.1%	/	/	?	0.9%	-0.3%
> Cc1ccccc1C(=O)c1c[nH]c(C(=O)NCCCn2ccnc2)c1
  4.5%	0.8%	-5.5%	i	-5.3%	1.2%	1.0%	-2.7%
> Cc1ccc(NC(=O)c2cn(-c3cccc(C)n3)cn2)cc1
  4.3%	-12.4%	5.9%	i	-23.3%	?	-2.0%	-4.5%
> Cc1ccc2c(c1)cc(CN(Cc1ccco1)S(=O)(=O)c1ccccc1)c1nnnn12
  0.0%	-22.5%	1.3%	-4.0%	21.6%[10 µM]	-3.8%	0.7%	-10.4%
> COc1cc2[nH]c(=S)n(Cc3cccs3)c(=O)c2cc1OC
  -4.7%	-20.7%	-0.1%	i	-14.2%	?	0.2%	?
> COc1ccc(NC(=O)Cn2c(=O)n(-c3ccc(OC)cc3OC)c(=O)c3c(C)c(C)sc32)cc1
  -5.1%	?	-1.3%	-5.1%	-0.3%[10 µM]	-4.1%	4.6%	-9.3%
> Cc1ccc(C)c(N2CCN(S(=O)(=O)c3ccc4oc(=O)c5ncn(C)c5c4c3)CC2)c1
  /	2.5%	-2.0%	/	/	1.7%	-1.2%	-0.5%
> CC(C)NCC(O)(c1ccc(Cl)cc1)c1ccc(Cl)cc1
  22.4%	-2.4%	-2.4%	-1.4%	-35.0%	-1.4%	0.9%	1.2%
> O=C(NCc1cccc(C(F)(F)F)c1)C1CC(c2c(Cl)cccc2Cl)=NO1 (centres undefined)
  6.2%	-25.0%	12.0%	-5.9%	-86.6%[inhibitor]	-23.7%	-1.8%	8.6%
> O=C(O)Cn1ccc2ccccc21
  /	-15.8%	-1.7%	0.5%	-7.0%[10 µM]	-14.5%	-3.0%	-1.5%
> COc1ccccc1-c1cc(C(=O)Nc2cc(C)nn2-c2ccccc2)no1
  -1.3%	3.4%	-10.0%	-12.0%	?	2.7%	2.4%	6.1%
> CCCCOc1ccc(C(=O)N2CCCC2C(=O)O)cc1 (centres undefined)
  ?	2.6%	-4.3%	-4.7%	-20.6%[10 µM]	-2.8%	-6.1%	-1.5%
> CC(C)N(CC#CCC(O)(c1ccccc1)c1ccccc1)C(C)C
  11.9%	4.3%	-0.4%	-0.3%	-8.2%[10 µM]	0.0%	-2.7%	-4.1%
> COc1ccc(N2CCN(C(CNC(=O)c3ccc4c(c3)OCO4)c3ccco3)CC2)cc1 (centres undefined)
  -24.1%	?	3.4%	-8.4%	-25.9%	?	-1.1%	6.7%
> COC(=O)CCN(C(=O)c1cc(OC)c(OC)c(OC)c1)c1ccccn1
  /	-12.0%	0.6%	-25.2%	-1.5%	-9.1%	-2.9%	-11.7%
> CCCCCn1c2nc3ccccc3nc2c2c(=O)n(CC(C)C)cnc21
  /	-12.3%	4.5%	-8.2%	-15.0%	-19.6%	-1.0%	-15.0%
> CN(C)c1ccc(C(CC(=O)O)NC(=O)c2ccc(Cl)cc2)cc1 (centres undefined)
  -3.2%	2.2%	-5.5%	13.2%	1.8%	-12.4%	-0.5%	9.3%
> CCn1c(SCC(=O)NCc2ccc(C)cc2)nnc1-c1ccncc1
  /	-6.3%	5.5%	-6.1%	12.9%	-13.7%	-0.8%	-3.6%
> COc1cccc(OCc2nc3ccccc3n2CCOc2ccccc2C)c1
  /	-15.7%	4.4%	/	/	-17.4%	-20.4%	-2.2%
> O=c1cc(N2CCOCC2)[nH]c(=O)n1-c1ccc(Br)cc1
  12.6%	-1.3%	3.8%	2.2%	8.1%[10 µM]	-4.8%	-0.3%	-4.1%
> O=C(COc1ccc(Cl)cc1)NNC(=O)CSc1nncs1
  -12.2%	1.9%	6.3%	-18.3%	-11.4%	1.4%	-3.2%	3.8%
> COc1cc2[nH]c(=O)n(CCC(=O)N3CCN(Cc4ccccc4)CC3)c(=O)c2cc1OC
  ?	-3.2%	0.4%	-5.8%	-0.3%	-3.1%	-0.9%	4.5%
> COc1ccc(C2c3ccc(O)cc3Oc3ncn(Cc4ccccc4)c(=N)c32)cc1OC (centres undefined)
  -6.2%	-10.7%	4.5%	i	-7.9%[10 µM]	-9.0%	0.7%	-2.3%
> Cc1nc2ccc(F)cc2cc1C(=O)NC(C)C
  3.1%	7.6%	-7.9%	-4.6%	10.4%	0.7%	-4.1%	5.7%
> Cc1occc1C(=O)N/N=C/c1ccc(Cl)c([N+](=O)[O-])c1
  ?	-24.4%	-2.3%	6.5%	14.2%[10 µM]	?	-2.7%	1.7%
> CCc1ccc(NC(=O)c2cnc3n(c2=O)CCS3)cc1
  /	-12.1%	1.8%	-2.5%	-55.2%[inhibitor]	?	2.1%	5.0%
> COC(=O)c1ccccc1NC(=O)NCc1ccncc1
  18.3%	1.1%	-4.8%	-9.7%	/	-1.5%	2.8%	1.1%
> CC1(C)Oc2ccc(NC(=O)C3COc4ccccc4O3)cc2O1 (centres undefined)
  -2.5%	-16.4%	4.2%	-0.9%	0.2%	?	-2.8%	0.8%
> COc1ccc2cc(/C=N/O)c(Cl)nc2c1
  41.2%[activator]	4.3%	-8.3%	-6.6%	/	5.9%	-1.2%	-0.7%
> CCN(CC)S(=O)(=O)c1ccc2c(c1)N(CC(=O)N1CCN(c3cccc(OC)c3)CC1)C(=O)CO2
  /	-10.3%	-1.5%	/	/	-4.3%	1.1%	7.1%
> CCCCCCCCCCCCC/C=C/[C@@H](O)[C@@H](N)COP(=O)(O)O
  /	-2.4%&-16.6%	4.5%&0.3%	-0.6%&9.6%	16.8%&28.9%	-3.3%&-16.0%	0.3%&-2.0%	-2.2%&-3.9%
> C=CCNC(=S)N1CCN(S(=O)(=O)c2ccc(C)cc2)CC1
  /	/	-4.3%	-6.6%	1.6%[10 µM]	/	-4.1%	/
> COc1ccc(/C(C)=N/OC/C(O)=C(\C#N)c2nc3ccccc3[nH]2)cc1OC
  7.3%	-19.7%	6.4%	i	-3.5%[10 µM]	?	-0.7%	-7.6%
> CCCCN(C)C(=O)Cn1c(SCC(=O)Nc2ccc(C)c(C)c2)nc2ccccc21
  /	-7.6%	0.5%	/	/	-1.7%	-1.0%	10.3%
> CCOC(=O)CC1Sc2ccccc2NC1=S (centres undefined)
  -16.9%	?	-6.7%	-1.5%	-13.9%[10 µM]	?	5.8%	-20.1%
> O=C(CCCc1nc(-c2ccccc2Cl)no1)N1CCOCC1
  -0.9%[11.4 µM]	0.7%	-2.3%	-1.6%	-7.8%	-4.7%	-6.0%	7.1%
> CCC1(C)Cc2c(sc3nc(NC)n(C)c(=O)c23)CO1 (centres undefined)
  -2.4%	-19.0%	-20.1%	i	-17.1%	?	0.3%	-14.8%
> CC1CCN(C(C)C(=O)Nc2ccccc2-c2ccccc2)CC1 (centres undefined)
  14.2%	-5.6%	-1.9%	-8.9%	21.5%	-10.8%	1.6%	-1.3%
> CC(Cc1ccc(O)c(O)c1)(NN)C(=O)O (centres undefined)
  /	-23.8%	1.5%	i	/	14.1µM*	-9.6%	?
> COc1ccc(C(=O)NC(C(=O)NCc2ccccc2OC)C(C)C)cc1 (centres undefined)
  /	-0.4%	-4.6%	-0.9%	0.4%	1.3%	-2.7%	-7.2%
> COc1cccc(/C=N/NC(=O)c2[nH]c(C)c(C(=O)N/N=C/c3cccc(OC)c3)c2C)c1
  -3.9%	?	2.1%	-7.4%	19.4%[10 µM]	?	-3.0%	?
> CCOC(=O)c1sc(N2N=C(C)C(N=Nc3cccc(C)c3)C2=O)nc1C (centres undefined)
  /	/	5.6%	-25.1%	-12.1%[10 µM]	/	-3.7%	/
> CC(C)COC(=O)Nc1nnc(Cc2ccccc2)s1
  4.4%	-6.1%[2.34 µM]	0.7%	i	-4.7%[10 µM]	1.8%	-3.8%	-8.0%[2.34 µM]
> O=C(CC1CCCCC1)NCCOc1ccccc1
  6.9%	-1.6%	-4.9%	-3.9%	/	-0.4%	0.4%	2.7%

Part of the list above, with each value named.
CC(C)COC(=O)Nc1nnc(Cc2ccccc2)s1
  L3MBTL1 block: 4.4%
  Tau fluor cs: -6.1%[2.34 µM]
  TRb SRC2 PPI: 0.7%
  RECQ1 helicase: i
  HTT ATP protect: -4.7%[10 µM]
  Tau ThT inhib: 1.8%
  TexasRed fluor: -3.8%
  Tau FP inhib: -8.0%[2.34 µM]

COc1cccc(/C=N/NC(=O)c2[nH]c(C)c(C(=O)N/N=C/c3cccc(OC)c3)c2C)c1
  L3MBTL1 block: -3.9%
  Tau fluor cs: ?
  TRb SRC2 PPI: 2.1%
  RECQ1 helicase: -7.4%
  HTT ATP protect: 19.4%[10 µM]
  Tau ThT inhib: ?
  TexasRed fluor: -3.0%
  Tau FP inhib: ?

CCOC(=O)c1sc(N2N=C(C)C(N=Nc3cccc(C)c3)C2=O)nc1C (centres undefined)
  L3MBTL1 block: /
  Tau fluor cs: /
  TRb SRC2 PPI: 5.6%
  RECQ1 helicase: -25.1%
  HTT ATP protect: -12.1%[10 µM]
  Tau ThT inhib: /
  TexasRed fluor: -3.7%
  Tau FP inhib: /

Source: PubChem (National Center for Advancing Translational Sciences (NCATS))
